ALOX15B inhib: qHTS Assay for Inhibitors of 15-hLO-2 (15-human lipoxygenase 2). Polyunsaturated fatty acid lipoxygenase ALOX15B (Homo sapiens), O15296. purified 15hLO-2, xylenol orange hydroperoxide absorbance. Potency, µM (doses to about 57.1 µM), inactives show top-dose activity change, negative = inhibition, most hits filed as inhibitors. hit rate 0.56% among 110,000; further: potency means the concentration at half of the fitted maximal effect; nearly all actives have a fitted effect of over 60% in size; many of its hits are not listed in these tables
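Purified human 15hLO-2 (50 nM final) preincubated with compounds 15 min at room temperature in 25 mM Hepes pH 7.5, 0.01% Triton X-100, then 45 uM arachidonic acid added for 90 min; hydroperoxide detected via ferrous/xylenol orange, 573/405 nm absorbance ratio.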
IMPase cell inh: qHTS Assay for Identifying the Cell-Membrane Permeable IMPase Inhibitors; Inositol monophosphatase 1 (Rattus norvegicus), P97697; CHO-M1 cells, IP1 accumulation, HTRF TR-FRET ratio; inhibition (IP1 accumulation), % at 46.1 µM; 120,000 tested, under 10 active; AID 901, 2007; active means well fitted curve in the direction sought with a large enough effect in the signal ratio, not every such curve was filed as active; inconclusive means small, poorly fitted or top-dose-only effect, or a change in a side signal; inactive means no such curve, though single readings can be large or run the other way; the % refers to the signal ratio;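 further: cells stimulated with carbachol in lithium chloride buffer; plate controls were DMSO basal wells for no effect and reference inhibitor wells for full effect; higher means more IMPase inhibition seen as more IP1 and lower FRET ratio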
Target sequence (P97697 whole entry, looked up): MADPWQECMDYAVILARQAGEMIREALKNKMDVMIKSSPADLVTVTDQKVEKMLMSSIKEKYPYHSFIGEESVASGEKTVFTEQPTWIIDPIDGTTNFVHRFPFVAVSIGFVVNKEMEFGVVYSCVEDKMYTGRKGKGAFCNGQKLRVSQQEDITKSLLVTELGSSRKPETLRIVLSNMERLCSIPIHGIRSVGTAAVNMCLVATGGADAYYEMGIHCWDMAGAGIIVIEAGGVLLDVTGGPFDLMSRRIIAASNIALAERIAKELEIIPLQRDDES
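In this qHTS, compounds (final up to 46 uM) act on CHO-M1 cells that are then activated through the M1 receptor with carbachol, in pH 7.4 buffer containing 50 mM LiCl, for 30 min. IP1 accumulation is quantified by the IP-One immunoassay.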
PNC assembly inh: High Content Assay for Compounds that inhibit the Assembly of the Perinucleolar Compartment. PC3M PTB-GFP, PNC prevalence imaging, 16 h; active compounds read low. activity change (PNC), negative = inhibition, % at 10 µM. hit rate 3.1% among 140,000. AID 2417, 2010;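 active means readout at or below -70, meaning at least 70% loss of cells showing the perinucleolar compartment, a nuclear body marking cancer cells; inconclusive means readout between -30 and a set limit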;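 further: plate controls were DMSO wells for no effect and camptothecin positive control wells for full effect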
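Read-out is percentage of cells bearing a perinucleolar compartment, from automated 20x imaging of fixed, Hoechst-stained PC3M PTB-GFP cells. Cells were seeded 4 h, then exposed 16 h to compound (23 nl of library stock) in duplicate plates.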
12-hLO inh: qHTS Assay for Inhibitors of 12-hLO (12-human lipoxygenase); Polyunsaturated fatty acid lipoxygenase ALOX12 (Homo sapiens), P18054; purified 12-hLO, xylenol orange hydroperoxide absorbance; Potency, µM (series often up to 57.1 µM), inactives show at the highest dose activity change, negative = inhibition, usual class: inhibitors; hit rate 0.12% among 150,000; AID 1452, 2008; further: potency means the concentration at half of the fitted maximal effect; nearly all actives have a fitted effect of over 55% in size; many of its hits are not listed in these tables
Target sequence (P18054 whole entry, looked up): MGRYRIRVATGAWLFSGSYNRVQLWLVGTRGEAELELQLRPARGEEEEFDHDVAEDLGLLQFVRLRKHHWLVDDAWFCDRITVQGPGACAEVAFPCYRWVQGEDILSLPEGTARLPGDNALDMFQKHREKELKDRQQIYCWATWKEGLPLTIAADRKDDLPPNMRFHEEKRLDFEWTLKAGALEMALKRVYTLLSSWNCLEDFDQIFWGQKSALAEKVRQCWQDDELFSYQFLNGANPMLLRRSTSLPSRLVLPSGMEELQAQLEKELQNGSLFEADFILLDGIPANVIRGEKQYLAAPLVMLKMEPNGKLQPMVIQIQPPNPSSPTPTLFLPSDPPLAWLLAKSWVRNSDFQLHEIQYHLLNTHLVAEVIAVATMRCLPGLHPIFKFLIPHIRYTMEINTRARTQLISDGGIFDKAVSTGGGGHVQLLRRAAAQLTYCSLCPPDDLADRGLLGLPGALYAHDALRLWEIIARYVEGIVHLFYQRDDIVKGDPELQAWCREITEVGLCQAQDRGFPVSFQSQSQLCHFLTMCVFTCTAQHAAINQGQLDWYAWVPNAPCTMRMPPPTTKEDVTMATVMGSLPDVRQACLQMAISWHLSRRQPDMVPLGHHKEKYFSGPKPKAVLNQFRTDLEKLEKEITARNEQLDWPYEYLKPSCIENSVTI
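Purified human 12hLO (150 nM), preincubated 15 min with compound, then 40 uM arachidonic acid for 30 min, room temperature, Hepes pH 7.0 with 0.01% Triton X-100. Hydroperoxide detected by ferrous iron/xylenol orange; 573/405 nm absorbance ratio gives reaction progress.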
The depositor's hits bear a star; ? = inconclusive; nt = no result given; & = joins results of further samples; [ ] = remark or other dose. Unless noted, the call rests on the fitted dose curve; in most records, active means well fitted curve in the direction sought with a large enough effect; inconclusive means small, poorly fitted or top-dose-only effect, or another doubt; inactive means no such curve, though single readings can be large; an effect the other way counts as inactive or inconclusive. Unless noted, on the % scale 0 is the no-effect control and ±100 the full control effect. A portion of the library, so the mix of outcomes need not match the whole.

Each structure is followed by: PNC assembly inh	12-hLO inh	IMPase cell inh	ALOX15B inhib
O=C(Nc1ccccc1)NC1(C(=O)NCc2ccc3c(c2)OCO3)CCCCC1
 : -11	-2%	-5	-1%
CCN(CC)CCOc1ccc2c(c1)C(=NNC(=O)c1ccccn1)c1cc(OCCN(CC)CC)ccc1-2
 : -7	4%	19	nt
CN1CCN(C(=S)Nc2cccc(Cl)c2)CC1
 : -8	1%	nt	nt
CCOc1ccccc1NC(=O)CSCC(=O)Nc1ccccc1
 : 5	-2%	1	3%
Cc1cc(NC(=O)c2cnn3c(C(F)F)cc(C4CC4)nc23)no1
 : -23	7%	7	-4%
CCOc1ccccc1-n1c(CNc2ccc(F)cc2)nnc1SCC(=O)NCc1ccco1
 : 6	-6%	-2	nt
COc1ccc(/C=N/NC(=O)CCOc2ccccc2C)cc1OC
 : -25	-1%	nt	nt
CCCCc1c(C)nc2c(OC)cccc2c1SCCC(=O)O
 : 6	-3%	nt	nt
Cc1ccc(C)c(Oc2coc3cc(OCC(=O)Nc4ccccc4C(C)C)ccc3c2=O)c1
 : 1	-1%	-1	nt
Cc1ccc(NC(=O)c2ccc(CSc3nnc(C)s3)cc2)cc1
 : -100*	5%	-1	-2%
COc1cc(-c2nnc(-c3ccncc3)o2)ccc1OCc1ccccc1
 : -4	0%	4	-4%
COC(=O)[C@@]1(Cc2ccc(OC)cc2)[C@H]2c3cc(C(=O)N4CCCC4)n(CCN4CNCC4=O)c3C[C@H]2CN1C(=O)c1ccccc1
 : nt	-5%	nt	6%
Cc1ccc(/C=N/n2c(-c3ccncc3)n[nH]c2=S)cc1
 : ?	-10%	nt	nt
COC(=O)Cc1c(C)nc2nc(NCc3ccccc3OC)[nH]n2c1=O
 : ?	-4%	-4	0%
COc1ccc2nc(C)cc(SCC(=O)O)c2c1
 : -15&-24	2%&0%	2&-11	0%&-3%
COc1ccc(CCNC(=O)CSCc2ccc(F)cc2)cc1OC
 : 61	-5%	-4	nt
CSc1nc(C)cc(C)c1C(N)=O
 : 8	8%	-4	nt
Cc1c(C(=O)O)sc(=S)n1-c1ccccc1
 : ?	-3%	6	-7%
Clc1ccccc1NN(Cc1ccccn1)c1ccccc1Cl
 : nt	-4%[11.4 µM]	nt	1%[11.4 µM]
CC(C)(C)c1cnnn1-c1ccc(NC(=O)c2ccc3c(c2)OCO3)cc1
 : 3	-4%	-14	-3%
O=C(CSc1nc2ccccc2[nH]1)Nc1nc(-c2ccccc2)c(-c2ccccc2)o1
 : -27	1%	?	nt
c1ccc(-c2noc(-c3cccc4ccccc34)n2)cc1
 : ?	0%	3	13%
CCOC(=O)c1[nH]c(C)c(C(=O)OCC(=O)N2c3ccccc3CC2C)c1C (stereo not given)
 : ?	4%	4	7%
COc1ccc(N2C(=O)CC(N3CCC(O)(c4ccc(Cl)cc4)CC3)C2=O)cc1 (stereo not given)
 : ?	2%	4	-5%
O=C(CCSc1ccccc1)N1CCN(C(=O)c2ccco2)CC1
 : -91*	5%	-4	-4%
Cc1cnn(C(=S)NCCc2ccccc2)c1
 : 30	9%	-4	7%
Cc1cc(OCC(=O)Nc2ccc(F)c(F)c2)nc(C(C)C)n1
 : 24	2%	6	-3%
CCc1ccc2c(CN3CCc4cc(OC)c(OC)cc4C3)cc(=O)oc2c1
 : -30	-15%	nt	nt
CCCCCCC[N+](CC)(CC)CCCCc1ccc(Cl)cc1
 : nt	4%[25.6 µM]	9[20.6 µM]	38%[activator][25.6 µM]
O=C(Cn1[nH]c(=O)c2ccccc2c1=O)OCC(=O)N1CCc2ccccc2C1
 : 44	1%	0	0%
COc1ccc(CC/C(=N\O)C2(O)CCCCC2)cc1
 : 17	-6%	11	1%
Cc1onc(-c2ccccc2)c1C(=O)N1CCN(C)CC1
 : 7	10%	1	7%
COc1cc(SC)ccc1C(=O)Nc1ccccc1
 : -22	2%	0	3%
CCC(C)NC(=O)CO/N=C/c1ccccc1OC(F)F (stereo not given)
 : ?	2%	nt	nt
Cc1c(S(=O)(=O)N2CCN(C(c3ccccc3)c3ccccc3)CC2)c(=O)n(C)c(=O)n1C
 : 4	8%	7	0%
CCCOC(=O)CSC1=C(C#N)C(c2ccc3c(c2)OCO3)CC(=O)N1 (stereo not given)
 : 16	-8%	5	-4%
N#CC1=C(S)N(c2ccccc2)C(c2ccc(-c3ccccc3Cl)o2)NC1=O (stereo not given)
 : ?	-3%	nt	nt
CN(c1ccc([N+](=O)[O-])cc1/C=N/NC(=O)COc1ccccc1)C1CCCCC1
 : 56	-2%	nt	nt
CCCn1c(C)nc2c(N(CCOC)CCOC)nc(C)nc21
 : nt	-3%	nt	0%
O=C(CCCN1C(=O)c2cccc3cccc(c23)C1=O)N1CCN(c2ccccc2)CC1
 : 30	0%	1	nt
Clc1ccc(OCCCN2CCCCC2)c(Br)c1
 : 15	-8%	nt	nt
CCc1ccc2nc(NC(=O)CCCc3cccs3)sc2c1
 : -27	-14%	-3	15%
OC(COCc1ccc(Cl)cc1)CN1CCc2ccccc2C1 (stereo not given)
 : 11	-2%	nt	nt
C(=C\c1ccccc1)/C=N/N1CCN(c2ccccn2)CC1
 : 45	2%	12	9%
O=c1oc2cc(Oc3ccc(C(F)(F)F)cc3[N+](=O)[O-])ccc2c2c1CCCC2
 : 41	-3%	6	-28%
O=C(Nc1ccc2c(c1)OCCO2)C1CCCN(S(=O)(=O)Cc2ccccc2)C1 (stereo not given)
 : 2	-3%	2	6%
COc1ccc(-n2nnc3c(=O)n(CC(=O)N4CCCCC4)cnc32)cc1
 : 13	-3%	7	0%
Cc1ccsc1C(=O)OCC(=O)N1CCOCC1
 : -3	-6%	-1	2%
O=C(NCc1ccco1)C(C(=O)c1ccccc1)n1ccccc1=O (stereo not given)
 : 6	-1%	0	7%
CC(=O)NC1(C(F)(F)F)N=C(c2ccccc2)NC1=O (stereo not given)
 : ?	0%	nt	nt
Cc1ccccc1Nc1nc(N)nc(COC(=O)c2cccn2C)n1
 : 13	4%	10	29%
CC(Sc1nncn1-c1ccccc1)C(=O)Nc1cccc([N+](=O)[O-])c1 (stereo not given)
 : -28	-3%	nt	nt
Cc1cc(C)c2nc(SCC(=O)N3CC(=O)Nc4ccccc43)c(C#N)cc2c1
 : -104*	-2%	9	nt
CCOC(=O)C1CCCN(c2cc(NCCCO)c([N+](=O)[O-])c3nonc23)C1 (stereo not given)
 : ?	-3%	nt	nt
CCn1c(SCC(=O)Nc2cc(C)on2)nnc1-c1cccnc1
 : -3	-1%	-9[9.22 µM]	2%
O=C(/C=C/Nc1ccccc1F)c1ccc(Br)cc1
 : -115*	2%	nt	nt
Cc1ccc(N=C(NOCc2ccc(Cl)cc2Cl)c2nonc2N)c(C)c1
 : 2	-3%	5	-6%
Cc1ccc(CNC(=O)CN(c2cccc([N+](=O)[O-])c2)S(=O)(=O)c2ccccc2)cc1
 : -12	4%	6	nt
Cc1nc2cc(C(=O)O)ccc2n1C1CCCCC1
 : -100*	-4%	-10	nt
O=C(O)CCCNC(=O)Nc1ccccc1
 : 38	2%	nt	nt

Going on with the list:
Each structure is followed by: PNC assembly inh	12-hLO inh	IMPase cell inh	ALOX15B inhib
O=C(CNS(=O)(=O)c1ccc(F)cc1)N1CCN(c2ccc(F)cc2)CC1
 : ?	-3%	8	-9%
COc1cc(CNC(C)(C)CO)cc(Br)c1OCc1ccc(Cl)cc1Cl
 : 0	-1%	nt	nt
CC1(C)OC(=O)NC1=O
 : nt	1%	0[20.6 µM]	4%
Cc1ccsc1C(=O)N1CC(=O)Nc2ccccc21
 : ?	-4%	3	-4%
CCC(c1nnnn1Cc1ccccc1)N1CCN(C(=O)c2ccco2)CC1 (stereo not given)
 : ?	0%	9	-1%
Cc1nn(CCc2n[nH]c(=S)n2-c2ccc(F)cc2)c(C)c1[N+](=O)[O-]
 : 13	3%	-2	-6%
O=c1cc(CO)occ1OCc1cccc(F)c1
 : 42	-1%	9	14%
CCOC(=O)c1c(C)[nH]c(C(=O)OCC(=O)NC(C)C)c1C
 : -21	3%	7	-5%
Cc1noc(C)c1S(=O)(=O)Nc1ccc(C(=O)N2CCN(c3cccc(Cl)c3)CC2)cc1
 : 17	0%	7	-4%
CC(=O)Nc1ccc(N(C(=O)c2cnccn2)C(C(=O)NC2CCCCC2)c2ccc(O)cc2)cc1 (stereo not given)
 : -24	2%	5	-6%
Cc1ccc2c3c(c(SCC(=O)Nc4nccs4)nc2c1)CCCC3
 : -11	4%	-2	-1%
Cc1ccc(Oc2ccccc2)c(NC=O)c1
 : 25	-5%	-1	-11%
O=C(Nc1ccccc1)c1cc(-n2cnnc2)ccc1Cl
 : ?	10%	2	nt
c1ccc2c[n+](Cc3ccnc4ccccc34)ccc2c1
 : nt	1%[11.4 µM]	nt	-3%[11.4 µM]
O=C(c1cnn(C(=O)c2ccccc2)c1)c1ccccc1O
 : ?	-5%	nt	nt
CN(c1ccccc1)S(=O)(=O)c1ccc(NC(=S)NC(=O)C2CC2)cc1
 : 0	-16%	nt	nt
NC(=O)CC[C@H](N)C(=O)O
 : nt	-1%	nt	20%
Cc1nc2ncnn2c(C)c1CCC(=O)NCc1ccco1
 : 10	0%	0	7%
CCOC(=O)NC(c1ccccc1)C1CCCCC1=O (stereo not given)
 : ?	-2%	-5	8%[2.29 µM]
O=c1c2c3c(sc2nc2sc(CN4CCOCC4)cn12)CCCC3
 : 42	0%	4	3%
CC1(C)CC(=O)C2=C(C1)OC(N)=C(C#N)C2c1cn(-c2ccccc2)nc1-c1ccccc1 (stereo not given)
 : 41	-1%	nt	nt
CCOC(=O)c1oc2c(CN3CCN(C)CC3)c(O)ccc2c(=O)c1-c1ccccc1OC
 : -1	-3%	2	nt
C/C(=N\NC(=O)c1cccc(Cl)c1)c1cccc(NC(=O)c2ccco2)c1
 : ?	4%	9[1.84 µM]	2%[11.4 µM]
COc1ccc2[nH]cc(C(O)CN3CCC(C(N)=O)CC3)c2c1 (stereo not given)
 : -23	-2%	-1	-10%
CCN(CC)c1nc(C)nc2c1cnn2CCc1ccccc1
 : ?	1%	3	2%
Nc1cccc(C2=Nc3cccc4cccc(c34)N2)c1
 : 17	1%	nt	nt
COc1cccc(C(=O)NC(=S)NCc2ccco2)c1
 : 90	-16%	nt	nt
O=c1c2ccccc2c(-c2ccccc2)nn1-c1ccc(Cl)c(Cl)c1
 : -9	6%	1	3%
CCc1nc(C)cn1S(=O)(=O)c1cc(C)c(OC)c(C)c1C
 : -1	7%	13	8%
Cc1ccc(-c2nnc(-c3ccc(NC(=O)c4cccs4)cc3)o2)cc1
 : 50	1%	3	-11%
COc1ccc(C(=O)COC(=O)CN2C(=O)C3C4C=CC(C4)C3C2=O)cc1 (stereo not given)
 : -25	0%	-1	-5%
CCc1ccc(Cn2nnc(C(=O)Nc3cccc(C)c3)c2N)cc1
 : 1	4%	8	6%
CCC(Oc1ccc2c(=O)c(-c3ccccc3OC)coc2c1)C(=O)OCc1ccccc1 (stereo not given)
 : 94	1%	nt	nt
COC(=O)c1sccc1-n1cccc1C(=O)NCc1ccccc1
 : ?	-10%	-1	-6%
O=C(NNC(=S)Nc1ccc(Br)cc1Cl)c1ccco1
 : ?	-4%	-12	nt
Cc1ccc(-c2csc3nnc(SCC(=O)NCc4ccco4)n23)cc1
 : ?	1%	0[1.84 µM]	13%[11.4 µM]
O=C(Nc1nc2ccccc2[nH]1)c1ccccc1F
 : 12	-3%	-12	20%
CCSc1nc(C(F)(F)F)cc(=O)n1-c1ccccc1
 : 27	6%	6	nt

Bioassay records deposited in PubChem BioAssay by National Center for Advancing Translational Sciences (NCATS).
